Compound activity deposited in PubChem by National Center for Advancing Translational Sciences (NCATS).
Coupling enz: inhibits coupling enzyme system, counter-screen for aldolase hits. coupling enzyme system counterscreen, AmpLite Red fluorescence. activity change, negative = inhibition, % at 58.2 µM, hits read low. 290,000 tested, 0.67% active. AID 2472; in the data active = activity change below about -30%; note: % is set by controls: 0 for no effect and ±100 for the full control effect
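Compounds tested against the coupling enzymes alone at 57.5 uM final; readout was AmpLite Red fluorescence (525/598 nm) after 20 min at RT.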
TSHR antagonist: antagonists of human thyroid stimulating hormone receptor | P16473 | TSHR-expressing cells, TSH-stimulated cAMP HTRF, 2 h; stronger effect = lower value | activity change, negative = inhibition, % at 11.5 µM | 330,000 tested, 0.2% active | AID 504810;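 active = activity change below a set negative limit, meaning inhibition stronger than a set level, cut at about -70% in these data; inconclusive = activity change between two set negative limits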; note: % is set by controls: 0 for no effect and ±100 for the full control effect
Target sequence (P16473 whole entry, looked up): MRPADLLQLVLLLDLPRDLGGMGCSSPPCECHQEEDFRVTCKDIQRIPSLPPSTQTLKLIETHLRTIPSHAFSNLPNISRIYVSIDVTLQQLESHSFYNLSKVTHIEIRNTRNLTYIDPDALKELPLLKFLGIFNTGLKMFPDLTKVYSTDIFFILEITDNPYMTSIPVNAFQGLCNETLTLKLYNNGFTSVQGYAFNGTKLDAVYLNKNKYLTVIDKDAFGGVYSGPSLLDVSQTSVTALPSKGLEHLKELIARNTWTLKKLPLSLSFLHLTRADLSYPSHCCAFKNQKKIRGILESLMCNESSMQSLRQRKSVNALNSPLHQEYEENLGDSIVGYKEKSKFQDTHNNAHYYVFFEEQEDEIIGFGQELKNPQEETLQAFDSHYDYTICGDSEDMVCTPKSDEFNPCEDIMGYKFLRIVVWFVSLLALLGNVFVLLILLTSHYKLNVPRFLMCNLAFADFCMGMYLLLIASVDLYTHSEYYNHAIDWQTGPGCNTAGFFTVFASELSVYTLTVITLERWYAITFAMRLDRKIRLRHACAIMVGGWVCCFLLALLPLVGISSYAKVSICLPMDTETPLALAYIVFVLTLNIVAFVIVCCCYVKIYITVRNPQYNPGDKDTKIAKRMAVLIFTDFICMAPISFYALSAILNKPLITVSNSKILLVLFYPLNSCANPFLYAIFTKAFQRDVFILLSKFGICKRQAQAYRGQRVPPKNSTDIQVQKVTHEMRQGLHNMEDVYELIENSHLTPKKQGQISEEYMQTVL
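TSHR-expressing cells were treated with compounds, then stimulated with TSH at EC80 (4nM final) for 2 hours at 37 deg C. Cellular cAMP was measured by HTRF competition between lysate cAMP and cAMP-d2 for a cryptate-labelled anti-cAMP antibody.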
TCR activator: activators of T cell receptors | primary human leukocytes, anti-CD3, IL-2 HTRF, 48 h | Potency, µM (highest dose often 9.22 µM), inactives show at the highest dose activation of IL-2 secretion, most hits filed as activators | 330,000 tested, under 10 active; note: % of control where 0% means no effect
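Activity was scored as IL-2 release from primary human leukocytes given only a TCR signal (a-CD3 beads) plus compound for 48 hr. Detection used a two-antibody HTRF format read at 665nm.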
MLL CXXC-DNA inh: inhibitors of human MLL CXXC domain-DNA interaction; MLL-CXXC / FITC-HOXA9 DNA fluorescence polarization; Potency, µM (doses to about 115 µM), for inactives: at the top dose activity change, negative = inhibition, usual class: inhibitors; 290,000 tested, 0.037% active; AID 2662; active = well fitted inhibition curve with a large enough effect in the polarisation, with a control signal flat, not every such curve was filed as active; inconclusive = small, poorly fitted or top-dose-only effect, or effect the other way, or a change in a side signal; inactive = no such curve, though single readings can be large or run the other way; the % refers to the polarisation; note: potency is the fitted concentration of half-maximal effect
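Purified MLL-CXXC (added from a 7 uM solution) was preincubated 5 min at ambient with pinned compounds in 50 mM Tris-HCl pH 7.5, 50 mM NaCl, 1 mM DTT, 0.05% BSA. Fluorescein-labeled HOX-A9 DNA (50 nM solution) followed, 30 min, then polarization read.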
Giardia kill: Giardia lamblia killing | Giardia lamblia trophozoite viability | 340,000 tested, 0.15% active | activity change, % at 7.66 µM, hits read low; in the data active = activity change below about -80%; inconclusive = between about -30% and that limit;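 note: parasites exposed to compound for two days anaerobically before the ATP read; % is set by controls: 0 for no effect and ±100 for the full control effect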
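Viability, read as ATP luminescence: trophozoites at 100 cells/well, compound added, 48 hrs anaerobic at 37 deg C, then 15-30 min room-temperature development before reading.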
Chronic BCR inh: inhibitors of chronic active B-cell receptor signaling; Potency, µM (highest dose often 46.1 µM), for inactives: top-dose ratio change, negative = lower green/red ratio, usual class: inhibitors; 340,000 tested, 0.05% active; ABC-DLBCL IkBa-CBG/CBR reporter, luminescence ratio, 4 h; active = well fitted inhibition curve with a large enough effect in the signal ratio, with a control signal flat, not every such curve was filed as active; inconclusive = small, poorly fitted or top-dose-only effect, or effect the other way, or a change in a side signal; the % refers to the signal ratio;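 note: potency is the fitted concentration of half-maximal effect; plate controls were basal doxycycline-induced cells for no effect and cells given 10 µM MG132 for full effect; MG132 reads +100%, hits lower the ratio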
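TMD8 human ABC-DLBCL cells with doxycycline-inducible IκBα–green luciferase fusion and unfused red luciferase, in 0.5% FBS medium; compounds up to 46 uM, 4 h at 37C. Green/red luminescence ratio, filter-overlap corrected, fitted to concentration-response curves.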
GALK inh: galactokinase (human) inhibition. Purified GALK, Kinase-Glo residual ATP luminescence. 270,000 tested, 0.007% active. Potency, µM (doses to about 57.5 µM), inactives show at the highest dose activity change, negative = inhibition, most hits filed as inhibitors. AID 1868; note: potency is the fitted concentration of half-maximal effect; % is set by controls: 0 for no effect and ±100 for the full control effect
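Kinase-Glo Plus luminescence measured ATP left after a 1 h room-temperature reaction. The reaction used 5 nM GALK, 100 uM galactose and 35 uM ATP at pH 8.0 (20 mM HEPES, 5 mM MgCl2, 60 mM NaCl, 1 mM DTT, 0.01% BSA).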
Tb PFK inh: T. brucei PFK enzyme inhibition; O15648; T. brucei PFK, ADP-Glo luminescence; Potency, µM (series often up to 57.5 µM), inactives show at the top dose activity, negative = inhibition, hits mostly inhibitors; 330,000 tested, 0.17% active;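 note: potency is the fitted concentration of half-maximal effect; 0% = uninhibited 1x PFK enzyme wells and -100% = no-enzyme wells; nearly all actives have a fitted effect of over 60% in size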
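PFK 1.25 nM, F6P 0.5 mM, ATP 0.1 mM, 0.1 M TEA pH 8.0, 5 mM MgCl2, 0.01% Tween20, 0.1% BSA; 45 min RT. ADP-Glo readout. qHTS titration up to 57 uM; curves fitted, compounds curve-classed.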
AT treatment: candidate therapy for ataxia-telangiectasia. […] A-T fibroblasts, KAP-1 phosphorylation AlphaLISA; neocarzinostatin DNA damage 30 min before lysis. Potency, µM (top dose mostly 57.5 µM), without a hit: at the highest dose activation, actives largely listed as activators. 320,000 tested, 0.19% active; note: potency is the fitted concentration of half-maximal effect; % of control where 0% means no effect; nearly all actives have a fitted effect of over 45% in size
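ATM-like activity read as KAP-1 phosphorylation via AlphaLISA donor/acceptor antibody pairs after lysis and 6 hr at 25C. Cells were ATM-null patient fibroblasts ([…], hTERT), dosed 60 min, then exposed to the DSB inducer NCS for 30 min.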
KCNH2 WT inh: blocks the wildtype human KCNH2 potassium channel. Q12809. U2OS, BacMam KCNH2, thallium flux FluxOr; stronger effect = lower value. activity change, % at 1.84 µM. 340,000 tested, 0.37% active;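 active = maximum activity change below -70%; inconclusive = maximum activity change between -70% and -50%; inactive = maximum activity change above -50%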; note: % is set by controls: 0 for no effect and ±100 for the full control effect
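U2OS cells transduced with wild-type KCNH2 virus are loaded with FluxOr dye for 45 min, and thallium flux is measured in kinetic reads before and after stimulation buffer. Rate constants are normalized to DMSO controls.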
An asterisk follows results filed as active; i = inactive; ? = inconclusive; nt = not tested or not shown; [ ] = another dose, or the depositor's remark. Unless noted, calls come from the whole dose curve; as a rule, active = well fitted curve in the direction sought with a large enough effect; inconclusive = small, poorly fitted or top-dose-only effect, or another doubt; inactive = no such curve, though single readings can be large; an effect the other way counts as inactive or inconclusive.

The first 2 compounds as a preview:
SMILES	Coupling enz	TSHR antagonist	TCR activator	MLL CXXC-DNA inh	Giardia kill	Chronic BCR inh	GALK inh	Tb PFK inh	AT treatment	KCNH2 WT inh
COc1ccc(-n2c(NNC(C)=O)nc3sc4c(c3c2=O)CCCC4)cc1	-2	-6	nt	11%	-8	-13%	nt	-7%	2%	9
COc1ccc(CNC(=S)Nc2ccc(Br)cc2)cc1	-1	-12	-20%	11%	24	?	1%	-1%	2%	0

The whole of this part, from the first entry:
SMILES	Coupling enz	TSHR antagonist	TCR activator	MLL CXXC-DNA inh	Giardia kill	Chronic BCR inh	GALK inh	Tb PFK inh	AT treatment	KCNH2 WT inh
COc1ccc(-n2c(NNC(C)=O)nc3sc4c(c3c2=O)CCCC4)cc1	-2	-6	nt	11%	-8	-13%	nt	-7%	2%	9
COc1ccc(CNC(=S)Nc2ccc(Br)cc2)cc1	-1	-12	-20%	11%	24	?	1%	-1%	2%	0
O=C(NCc1ccccc1)c1cc(-c2ccncc2)nc2ccccc12	2	-4	6%	-2%	-13	-2%	1%	1%	-1%	3
CN1C2CCC1/C(=C/c1cccn1C)C(=O)/C2=C\c1cccn1C	0	17	6%[46.1 µM]	?	-6	-16%	1%	-1%	-19%	-11
COCCCNC(=O)C(C#N)c1nc2ccccc2nc1N1CCN(Cc2ccccc2)CC1 (configuration not stated)	-6	-12	-1%	-1%	21	2%	5%	-5%	4%	23
O=C(OCc1nnc(-c2ccccc2)o1)c1cccc(-n2cnnn2)c1	nt	-13	5%	nt	-17	3%	nt	-2%	2%	-2
CN(C)C(CNC(=O)c1cc(S(=O)(=O)N(C)c2ccc(F)cc2)ccc1Cl)c1ccco1 (configuration not stated)	nt	-11	-4%	nt	6	-6%	nt	9%	-16%	-2
CSc1ncc(Cl)c(C(=O)Nc2c(C)cccc2C)n1	3	5	2%	-3%	22	-1%	1%	22%	4%	5
Cc1cccc(-c2nnc3n2N=C(c2ccccc2Br)CS3)c1	4	23	3%	0%	15	?	5%	1%	3%	4
CC(=O)n1nc(-c2ccncc2)nc1SCC(=O)Nc1cccc(Cl)c1	9	-7	9%	15%	-11	?	-1%	1%	1%	1
Cc1onc(-c2ccccc2Cl)c1C(=O)Nc1nnc(Cc2ccc(Cl)cc2)s1	0	-30	0%	9%	39[activator]	-4%	-4%	6%	-2%	-2
CC(NC(=O)C12CC3CC(CC(C3)C1)C2)C(=O)NN=Cc1ccc([N+](=O)[O-])o1 (configuration not stated)	nt	-6	-7%	nt	-93*	2%	nt	0%	44%	8
COC(=O)Cc1ccc2c3ccccc3n(C)c2c1	-3	22	-3%	-3%	-10	?	-1%	-1%	11%	-12
CCn1c(SCC(=O)N2CCCC(C)C2)nc2c1c(=O)n(C)c(=O)n2C (configuration not stated)	3	25	5%	1%	-4	10%	6%	-22%	-1%	-7
Cc1cccc(C)c1NC(=S)N1CCOCC1	3	-1	1%	1%	-9	7%	-3%	2%	6%	1
COc1cc(Cl)c(C)cc1NC(=O)COC(=O)C1CC1C (configuration not stated)	nt	nt	-1%	nt	-18	-2%	nt	-3%	-17%	11
N#C/C(C(=O)Oc1ccccc1)=C1\C=Cc2ccccc2N1	nt	1	2%	0%	4	1%	-1%	-3%	13%	-7
C#CCNC(=O)C1=C[C@@H](C2CCCCC2)C[C@@H](OCCCCO)O1	-11	9	7%	-30%	-6	?	1%	-2%	1%	-10
Cc1cnc(NS(=O)(=O)c2ccccc2)c(C)n1	-2	-8	-4%	-2%	?	1%	0%	1%	4%	-26
CCOc1ccc(NC(=O)CCC(=O)N2CCSc3ccccc32)cc1	4	6	22%	nt	-10	-2%	nt	0%	4%	-12
O=C(CCN1CCCCC1)Nn1c(=S)[nH]c2ccccc2c1=O	0	-2	-3%	1%	1	-1%	-1%	13%	0%	-5
COc1ccc2cc(/C=C/C(=O)c3ccco3)c(Cl)nc2c1	1	5	nt	23%	nt	-1%	-1%	-3%	1%	nt
Cc1cccc2c1-c1sc(C(=O)NCCCN3CCCC(C)C3)cc1CO2 (configuration not stated)	1	-75*	-1%	9%	22	?	-2%	-6%	11%	2
O=C1CSC(c2ccccc2[N+](=O)[O-])N1c1cccc(F)c1 (configuration not stated)	1	13	-3%	-1%	-9	?	4%	2%	5%	6
CC1(CCc2ccccc2)NC(=O)N(CC(=O)Nc2ccccc2C#N)C1=O (configuration not stated)	nt	-1	-2%	nt	-1	-3%	nt	-7%	5%	12
COc1ccc(C2C(C#N)=C(N)Oc3c2ccc2cccnc32)cc1OC (configuration not stated)	-2	-5	3%	-10%	12	?	0%	1%	-4%	-1
COc1ccccc1C1CCN(Cc2ccc(Cl)c(Cl)c2)CC1	-1	1	6%	7%	1	0%	4%	-8%	25µM*	-10
O=C(c1ccc(NS(=O)(=O)c2cccs2)cc1)N1CCN(c2ccccc2Cl)CC1	3	-29	-5%	-5%	-10	0%	0%	6%	-4%	-6
O=C(CSc1nnnn1-c1ccc(F)cc1)NCc1cccs1	2	-4	0%	1%	-15	-1%	2%	-12%	-3%	5
COc1ccc(/C=N/Nc2ccc(C(=O)O)cc2)c(OC)c1OC	3	-26	8%	24%	-5	?	nt	19%	17%	-15
O=C(COC(=O)c1cc2ccccc2oc1=O)c1cccc([N+](=O)[O-])c1	5	3	4%[46.1 µM]	-6%	0	7%	0%	1%	-8%	24
CCO[C@H]1OC(C(N)=O)=C[C@@H](c2ccccc2)[C@@H]1CCCO	11	-25	-2%	18%	0	14%	-3%	1%	nt	-2
COc1ccc(C(=O)NCCCNC(=O)c2cnccn2)cc1Br	2	-4	-2%	7%	-14	?	4%	3%	0%	-1
COc1ccc(NC(=S)N2CCN(C/C=C/c3ccccc3)CC2)cc1	1	-9	1%[46.1 µM]	-4%	24	-13%	-2%	-13%	-1%	i
O=C1c2cc([N+](=O)[O-])ccc2-c2ncccc21	2	6	5%	3%	?	1%	1%	0%	0%	6
CCc1ccccc1NC(=S)N(Cc1ccco1)C(C)c1cccs1 (configuration not stated)	-1	-8	5%	3%	-11	-8%	-3%	-1%	4%	-1
COc1cc(NC(=O)CCN2CCN(c3ccccc3F)CC2)cc(OC)c1	1	-9	-28%	-7%	23	4%	0%	-5%	-5%	6
COc1ccc(CCNc2ncnc3[nH]ncc23)cc1OC	0	-18	-3%	1%	-11	?	2%	-2%	-8%	-14
Cc1cc(Cl)c(S(=O)(=O)Nc2cc(S(=O)(=O)N3CCOCC3)ccc2F)cc1OCC(N)=O	-2	-9	-7%	-7%	-2	1%	1%	2%	-2%	-7
COc1ccc(S(=O)(=O)Nc2ccccc2-c2nc3ccccc3[nH]c2=O)cc1	5	-7	2%	-3%	10	-16%	7%	5%	2%	13
Nc1nn(-c2ccccc2)c(N)c1N=Nc1ccccc1	-2	-7	0%[46.1 µM]	5%	1	?	1%	?	3%	-10
CCCCCCCCNC(CO)(CO)CO	0	4	2%	-3%	5	-5%	2%	-6%	-7%	14
COc1ccccc1NC(=O)CSc1nnc(Cc2ccccc2)o1	2	nt	2%	-11%	7	nt	7%	nt	nt	-13
CCOC(=O)c1cnc(SCc2cccc3ccccc23)nc1N	0	-19	1%	-1%	5	5%	0%	2%	11%	-16
Cc1cccc(C(=O)Oc2cccc3c(O)cccc23)c1	0	12	15%	10%	-7	-3%	-2%	1%	-8%	0
O=C(COC(=O)c1ccccn1)Nc1cccc(Cl)c1	-1	5	1%	3%	-1	5%	-3%	-17%	0%	3
c1ccc(-[n+]2nc(Nc3cccc4ccccc34)sc2-c2c3ccccc3cc3ccccc23)cc1	nt	-8	-4%	nt	3	8%	nt	1%	-44%[inhibitor]	-19
Oc1ccc(Br)cc1/C=N/N1CCN(Cc2ccccc2)CC1	1	-2	7%	1%	-13	0%	1%	0%	-3%	-6
CC(=O)Nc1ccc(S(=O)(=O)NCCC(=O)N2CCc3ccccc32)cc1	1	4	-2%	-11%	9	-4%	8%	-11%	-2%	3
Cn1cc(CNCC2CCCO2)c(-c2ccc(Oc3ccccc3)cc2)n1 (configuration not stated)	0	31	nt	0%	-22	-19%	4%	-6%	16%	20
COc1ccc(Cl)cc1NC(=O)CSc1nc(NS(=O)(=O)c2ccc(C)cc2)cc(=O)[nH]1	1	-7	5%	7%	7	-1%	16%	0%	0%	-13
COc1cc(C2Nc3ccc4ncccc4c3C3=C2C(=O)CC(C)(C)C3)cc(OC)c1O (configuration not stated)	-20	-13	4%	4%	4	?	-3%	1%	3%	-45
N#C/C(=C/c1ccc(N2CCOCC2)o1)c1ccc(Br)cc1	nt	7	-1%	?	10	-2%	-6%	-19%	?	-9
